Assay outcomes: PubChem, National Center for Advancing Translational Sciences (NCATS)
GLP1R cytotox: cytotoxicity in counter-screen for GLP-1R inverse agonists; actives 0.13% (n = 410,000); HEK293 cAMP-luciferase reporter cells, luminescence, 24 h; AID 624418; Potency, µM (top dose mostly 38.3 µM), for inactives: top-dose activity change, negative = inhibition, hits mostly inhibitors;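 further: loss of luciferase light is scored as toxicity; potency means the concentration at half of the fitted maximal effect; on the % scale 0 is the no-effect control and ±100 the full control effect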
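Compound-treated cells are incubated 24 hr at 37 deg C under 5% CO2 after a 12 hour attachment period, then luciferase detection reagent is added and luminescence is measured following 12 min at room temperature; lowered signal indicates toxicity.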
PI5P4K alpha inh: PI5P4K alpha (human) kinase inhibition | actives 1.2% (n = 330,000) | AID 652105 | max response, % | P48426 | PI5P4Kalpha enzyme, ADP-Glo luminescence, 60 min; stronger effect = lower value; active means max response of -50% or lower; inconclusive means between -30% and -50%; inactive means -30% or higher; further: value at the top dose of about 77 µM; on the % scale 0 is the no-effect control and ±100 the full control effect
Target sequence (P48426 whole entry, looked up): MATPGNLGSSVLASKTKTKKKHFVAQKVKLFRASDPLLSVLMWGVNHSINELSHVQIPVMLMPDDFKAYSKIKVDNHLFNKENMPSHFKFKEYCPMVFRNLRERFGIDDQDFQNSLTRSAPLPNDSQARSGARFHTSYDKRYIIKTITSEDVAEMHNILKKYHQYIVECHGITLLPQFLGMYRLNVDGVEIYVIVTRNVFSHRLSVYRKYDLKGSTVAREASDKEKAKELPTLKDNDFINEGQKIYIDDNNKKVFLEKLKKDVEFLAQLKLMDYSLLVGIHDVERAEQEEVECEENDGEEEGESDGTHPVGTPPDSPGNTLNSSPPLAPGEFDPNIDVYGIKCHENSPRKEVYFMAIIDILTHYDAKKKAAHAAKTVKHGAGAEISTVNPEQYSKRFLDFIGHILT
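Reactions run in 0.038 M HEPES pH 7.4, 0.28 mM EGTA, 0.1% CHAPS and 5% DMSO, with PI5P4Kalpha, substrate, compound and 5 microM ATP final, one hour at room temperature. Readout is ADP-Glo luminescence.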
GLP-1R inv ag: inverse agonists of human GLP-1 receptor | Potency, µM (titrated, usually from 38.3 µM), for the others: at the highest dose activity change, negative = inhibition, hits mostly inhibitors | HEK293 GLP-1R CRE-luciferase, luminescence, 24 h; GLP-1R form is constitutively active | actives 1.6% (n = 410,000) | AID 624417 | P43220; further: potency means the concentration at half of the fitted maximal effect; on the % scale 0 is the no-effect control and ±100 the full control effect; nearly all actives have a fitted effect of over 55% in size
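Readout was luciferase luminescence, measured 12 min after detection reagent at room temperature. Beforehand, GLP-1R reporter HEK293 cells had sat 12 h, then received compounds for 24 hr at 37 deg C.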
IL2 activator: IL-2 activation. activation, % (series mostly up to about 46 µM). actives 0.065% (n = 360,000). AID 652025. IL-2 activation reporter assay, cell-based qHTS; stimulated with anti-CD3/CD4/CD28 beads; in transgenic mouse T cells; in the data active means activation above about 50%; inconclusive means mostly about 30% to 49%; further: 0% is about no effect
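Screening format: compound pinned onto unstimulated transgenic mouse T cells, 60 min incubation, then anti-CD3/anti-CD4/anti-CD28 bead stimulation for 18 hours at 37 degrees C, followed by EGFP and DsRed detection.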
PTHR1 ag: PTHR1 (human) receptor agonism; Q03431; HEK293 GP2 PTHR1 cells, GloSensor cAMP luminescence, 1 h; Potency, µM (titrated, usually from 115 µM), inactives show at the highest dose activation, actives largely listed as activators; actives 0.075% (n = 410,000); further: potency means the concentration at half of the fitted maximal effect; nearly all actives have a fitted effect of over 55% in size; some results filed as inactive show a strong effect at the top dose; inactives centre near -15; many of its hits are not listed in these tables
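HEK-293-derived GP2 cells expressing PTHR1 and a GloSensor cAMP reporter, 3,000/well, plated overnight, given luciferin plus IBMX (each 0.5 mM as added) for 1 h at 37 °C, then compound for 1 h at 37 °C. Luminescence was read after 15 min at room temperature.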
EPAC1 agonist: activates human EPAC1 exchange factor. actives 0.073% (n = 360,000). Potency, µM (top dose mostly 154 µM), inactives show top-dose activation, usual class: activators. AID 720707. O95398. EPAC1 agonist qHTS, biochemical assay; response scale: 100% = response to 6.5 mM cAMP; further: potency means the concentration at half of the fitted maximal effect; nearly all actives have a fitted effect of over 60% in size
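Read-out is the fluorescence drop as BODIPY-GDP leaves Rap1B (480 nm excitation, 540 nm emission), recorded every 5 minutes over 30 minutes. Reactions held 100 nM EPAC1, 250 nM Rap1B–BODIPY-GDP and 50 uM GDP, with 6.5 mM cAMP setting full activation.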
EPAC1 antagonist: blocks human EPAC1 exchange factor; Potency, µM (series often up to 115 µM), for the others: at the top dose activity change, negative = inhibition, most hits filed as inhibitors; actives 0.14% (n = 360,000); O95398; EPAC1 GEF assay, Rap1b-BODIPY-GDP exchange fluorescence;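 further: potency means the concentration at half of the fitted maximal effect; plate controls were vehicle for no effect and positive control for full effect; nearly all actives have a fitted effect of over 50% in size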
PLK1 PBD block: blocks phosphopeptide binding to human PLK1 polo-box domain; actives 2.8% (n = 360,000); P53350; Plk1 PBD binding of FITC phosphopeptide, fluorescence polarization; Potency, µM, for the others: max response, negative = inhibition, hits mostly inhibitors; further: potency means the concentration at half of the fitted maximal effect; series mostly up to about 57 µM; on the % scale 0 is the no-effect control and ±100 the full control effect; nearly all actives have a fitted effect of over 65% in size
Target sequence (P53350 whole entry, looked up, the tested form may be a part): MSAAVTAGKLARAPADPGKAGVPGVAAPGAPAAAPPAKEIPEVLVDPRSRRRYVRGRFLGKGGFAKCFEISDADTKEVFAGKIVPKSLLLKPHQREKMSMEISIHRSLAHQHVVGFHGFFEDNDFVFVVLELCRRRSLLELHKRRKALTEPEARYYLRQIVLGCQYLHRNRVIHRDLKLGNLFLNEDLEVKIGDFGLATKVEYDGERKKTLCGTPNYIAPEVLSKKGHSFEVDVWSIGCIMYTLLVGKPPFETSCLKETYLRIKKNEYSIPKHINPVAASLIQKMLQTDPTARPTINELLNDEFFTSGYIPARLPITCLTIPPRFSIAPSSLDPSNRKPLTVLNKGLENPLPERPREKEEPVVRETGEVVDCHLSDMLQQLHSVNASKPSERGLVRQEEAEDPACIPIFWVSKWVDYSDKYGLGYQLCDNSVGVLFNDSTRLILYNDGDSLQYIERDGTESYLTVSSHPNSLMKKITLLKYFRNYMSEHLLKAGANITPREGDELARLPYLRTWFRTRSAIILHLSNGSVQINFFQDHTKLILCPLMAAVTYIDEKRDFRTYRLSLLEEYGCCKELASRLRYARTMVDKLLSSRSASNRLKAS
GLP1R ag: GLP-1 receptor (human) agonism; P43220; HEK293 GLP-1R CRE-luciferase, luminescence, 4-6 h; cells express a hypersensitive GLP-1R form; Potency, µM (highest dose often 45.6 µM), for inactives: top-dose activation, usual class: activators; actives 0.007% (n = 380,000); AID 624172; further: potency means the concentration at half of the fitted maximal effect; % of control where 0% means no effect
* = called active by the depositor; i = inactive; ? = inconclusive; / = not tested or not shown; [ ] = remark or other dose. Unless noted, the call rests on the fitted dose curve; in most records, active means well fitted curve in the direction sought with a large enough effect; inconclusive means small, poorly fitted or top-dose-only effect, or another doubt; inactive means no such curve, though single readings can be large; an effect the other way counts as inactive or inconclusive.

Value order – EPAC1 antagonist | EPAC1 agonist | PLK1 PBD block | GLP1R ag | GLP-1R inv ag | PTHR1 ag | GLP1R cytotox | IL2 activator | PI5P4K alpha inh
- COc1cc(C2CC(=O)c3cnc(N4CCN(Cc5ccccc5)CC4)nc3C2)cc(OC)c1OC (stereo not given)
  -10% | 5% | -16% | 1% | -14% | -37%[inhibitor] | -4% | -3.6 | 3
- Cc1c(Cc2c(C)n(C)n(-c3ccccc3)c2=O)c(=O)n(-c2ccccc2)n1C
  8% | 7% | -8% | 0% | 3% | -14% | -3% | -0.6 | -8
- Cn1c(=O)cc(SCC(=O)Nc2ccccn2)c2ccccc21
  0% | 7% | -7% | -1% | 1% | i | -9% | -1.4 | /
- O=C(C(=O)N1CCC(c2ccccc2)CC1)c1ccccc1
  3% | 2% | 4% | / | 16% | -3% | 2% | 0.2 | -7
- Cc1cc(C)n(CCC(=O)N/N=C/c2ccc(O)cc2O)n1
  -26% | 8% | -9% | 10% | ? | -51%[inhibitor] | -6% | -3.0 | 14
- COCCNc1nc(C(C)(C)C)nc2c1nnn2Cc1ccccc1Cl
  11% | 5% | 3% | 10% | 0% | i | -4% | -3.0 | /
- COc1ccccc1/C=C/CN1CCNC(=O)C1CC(=O)NCCc1cnccn1 (stereo not given)
  -7% | 23% | -8% | 11% | 1% | -21% | 5% | -0.4 | 0
- Cc1c([N+](=O)[O-])c(C/C=N/O)nn1C
  -19% | -6% | -10% | 9% | 10% | -8% | -10% | 0.1 | 7
- O=C(COc1cccnc1[N+](=O)[O-])Nc1ccc(Cl)cc1F
  -5% | 8% | -18% | 12% | 14% | i | -6% | -0.7 | 0
- Cc1ccc([C@@H]2CC=C(C(=O)O)[C@H](c3ccc(Br)cc3)N2S(=O)(=O)c2ccc(C)cc2)cc1
  -16% | -21% | ? | -2% | ? | -4% | -13% | -0.6 | 4
- COC(=O)/C=C1\NC(=O)C(C)S1 (stereo not given)
  -20% | 4% | -10% | 3% | -8% | i | -1% | 3.1 | 4
- CCCCOC(=O)c1ccc(NC(=O)c2c(OC)cccc2OC)cc1
  -12% | 5% | -18% | 5% | ? | i | 2% | -2.7 | -5
- CCn1c(SCC(=O)Nc2nnc(C)s2)nnc1-c1ccncc1
  -15% | 4% | 2% | -2% | 0% | 2% | 9% | -0.2 | /
- COc1cc(C(c2nnnn2C2CCCC2)N2CCc3ccccc3C2)ccc1O (stereo not given)
  -20% | 5% | 21µM* | 9% | -15% | i | 5% | -3.2 | 2
- O=C1CCCc2ccccc2N1
  -3% | 13% | -3% | 1% | 22% | i | 3% | -2.7 | 1
- COC(=O)c1[nH]c2cc(OC)ccc2c1NC(=O)CCN1CCN(c2ccccc2)CC1
  6% | 5% | -3% | 21% | -6% | i | 4% | -3.3 | 1
- CC1=NNC(=O)C1CCC(=O)N/N=C\c1ccccc1[N+](=O)[O-] (stereo not given)
  1% | 7% | -5% | -6% | 9% | -5%[57.5 µM] | -12% | 3.6 | /
- Cc1ccc(N2CCC(N3CCN(C4CCCCC4)C(CCO)C3)CC2)cc1 (stereo not given)
  6% | 0% | -6% | 9% | 5% | i | 6% | -2.7 | -1
- COc1ccc(C(=O)Nc2ccc(S(=O)(=O)N3CCCC3)cc2)c(OC)c1
  2% | -7% | -8% | 0% | 28% | -10%[57.5 µM] | -4% | -2.3 | -2
- Cc1cccc(Cl)c1NC(=O)N1CCCN(c2ncccc2[N+](=O)[O-])CC1
  4% | 2% | -4% | 5% | -9% | i | 7% | 0.1 | -1
- Cn1c(CNC(=O)c2ccco2)nnc1SCC(=O)Nc1ccc(Cl)cc1
  14% | 2% | -2% | 5% | 4% | -16% | 7% | 0.2 | -7
- COCCNC(=O)c1cccc2c1-c1ccccc1C2=O
  3% | 0% | 3% | 0% | 17% | i | 10% | -1.0 | -2
- NC(=S)N(c1ccccc1)c1ccccc1
  0% | 6% | -11% | -10% | -7% | 0% | 5% | -0.1 | 3
- COc1cccc(NC(=O)CN(C)C(=O)c2c(C)noc2C)c1
  -1% | -10% | 3% | -20% | 18% | 21% | 8% | 0.1 | 7
- O=C(CCn1nnc2ccccc21)Nc1nnc(COc2ccc(F)cc2)s1
  -1% | -6% | -2% | -11% | 3% | -10% | 9% | -0.7 | /
- O=c1nc(N/N=C/c2ccccn2)cn[nH]1
  -7% | 0% | 5% | 3% | ? | i | ? | -1.4 | 2
- COC(=O)C(F)(F)Sc1c(C)[nH]c2ccccc12
  10% | -7% | -8% | 0% | 5% | i | -7% | -2.5 | /
- CCN(CCCNc1ncnc2nc[nH]c12)c1cccc(C)c1
  4% | 8% | -1% | 2% | -25% | -34%[inhibitor] | 12% | -1.5 | 7
- CN(C)C(=O)CSc1nc2ccc(N3C(=O)c4ccccc4C3=O)cc2s1
  4% | -16% | 2% | 2% | 15% | -23% | -2% | -0.2 | 4
- CC(=O)Nc1nc(C(=O)Nc2c(C)n[nH]c2C)cs1
  8% | -3% | 0% | -14% | 0% | i | 5% | -2.3 | /
- COc1ccc(NC(=O)CN(C)S(=O)(=O)c2ccc3c(c2)OCCO3)c2ncccc12
  ? | 0% | -5% | 17% | 0% | -27% | 16% | -0.3 | /
- Cc1nn(CCC(=O)O)c(C)c1C
  12% | -2% | -12% | 0% | 8% | i | 6% | -1.7 | /
- Cc1c(N2C(=O)/C(=C/C3CC=CCC3)SC2=S)c(=O)n(-c2ccccc2)n1C (stereo not given)
  -6% | 6% | ? | -25% | -29% | -92%[inhibitor] | ? | -0.9 | 0
- CSc1ccccc1NC(=O)CN(C)Cc1cc(=O)n2ccsc2n1
  -20% | 0% | -12% | 13% | 59%[activator] | i | 6% | -0.9 | -20
- Cc1cc(C)c(NC(=O)COC(=O)Cc2ccsc2)c(C)c1
  -6% | 14% | 27µM* | -4% | 15% | i | 2% | -0.2 | -7
- CC(=O)c1ccc(OCc2cc(C(=O)NCCn3nc(C)cc3C)no2)cc1
  8% | -7% | 2% | 5% | 15% | i | -5% | -0.9 | -1
- COc1cc(C(=O)Nc2ccc(C(N)=O)cc2)c([N+](=O)[O-])cc1OC
  -13% | 11% | 2% | 6% | 7% | i | 4% | 0.0 | 2
- CNC(=O)NNC(=O)c1csc(Cc2c(Cl)sc3ccc(Cl)cc23)n1
  -8% | 12% | -14% | 5% | -17% | -6% | 3% | -0.5 | -1
- O=C1c2cccnc2C(=O)N1Cc1ccc(S(=O)(=O)NCc2ccco2)cc1
  1% | 5% | -16% | -1% | 23% | i | 0% | -2.9 | -3
- O=C(NNC(=S)NCC1CCCO1)c1cc(Br)ccc1Cl (stereo not given)
  5% | -4% | -5% | -9% | -1% | i | -7% | -5.7 | 4
- COc1ccc(C(=O)c2c[nH]c(C(=O)NCc3cccs3)c2)cc1
  12% | -3% | -1% | -7% | -5% | -6% | 9% | -2.1 | 6
- Cc1nonc1NC(=O)OC1CCCCC1
  0% | 8% | -15% | 6% | 2% | i | 6% | -2.6 | /
- CC1(c2ccccc2)CC(c2ccccc2)=C(C#N)C(=O)N1 (stereo not given)
  8% | -2% | 3% | 5% | 2% | i | -13% | -4.3 | 6
- C/C=C(\C)CN1CCC(n2nccc2NC(=O)c2ccc(OC)cc2)CC1
  2% | -14% | 0% | -2% | -2% | i | -13% | -0.5 | -1
- CC1=C(C#N)C(NC(=O)c2ccc(Cl)cc2)(C(F)(F)F)C(=O)N1 (stereo not given)
  6% | -8% | -15% | 6% | -12% | 25% | 12% | -0.9 | 3
- O=C(C1CCCN1S(=O)(=O)c1cccc2cccnc12)N1CCn2c1nc1ccccc12 (stereo not given)
  0% | -27% | -11% | -2% | 2% | -15% | 9% | -1.3 | 1
- S=c1[nH]ccc2ccccc12
  5% | 6% | ? | 2% | ? | -7% | ? | -4.8 | 7
- CCOC(=O)c1sc(NC(=O)c2ccoc2C)c(C(N)=O)c1C
  -3% | -2% | -4% | 18% | 120%[activator] | i | -11% | 0.2 | -28
- Cc1cc(C(=O)NN=C2CCCC2)c2ccccc2n1
  0% | -14% | -16% | 2% | ? | -7% | -7% | 1.4 | -2
- COc1cc(/C=N/NC(=O)CCN2CCN(C)CC2)cc2c1OCO2
  2% | -1% | -7% | 8% | 14% | 1% | -10% | 1.3 | -4
- CCOCCC(=O)Nc1ccc2c(c1)c(=O)n(C)n2-c1ccc2ccccc2c1
  -3% | 4% | -3% | 2% | ? | i | -37% | 0.8 | 1
- Cc1cc(C(=O)Nc2ncc(C)s2)c2ccccc2n1
  -20% | -7% | -6% | 2% | ? | -10% | 2% | 1.0 | -4
- Cc1ccc(C2NC(=O)NC(O)(C(F)(F)F)C2C(=O)c2ccccc2)o1 (stereo not given)
  -8% | 14% | -9% | -6% | 2% | -25% | 13% | -0.1 | /
- CCOC(=O)c1sc(NC(=O)c2sccc2C)cc1C
  1% | -6% | 3% | 8% | ? | -14%[57.5 µM] | -16% | -5.3 | -5
- COc1ccccc1NC(=O)C(=O)N/N=C/c1ccc([N+](=O)[O-])s1
  11% | 16% | -20% | -3% | 1% | i | -12% | 0.5 | -10
- CSCCC(NC(=O)c1ccc([N+](=O)[O-])cc1Cl)C(=O)OC1CCCCC1=O (stereo not given)
  -22% | 6% | -16% | -7% | 12% | -81%[inhibitor] | -8% | 0.6 | 5
- O=C(NCc1ccccc1)C(=O)NCC1OCCCN1S(=O)(=O)c1cccs1 (stereo not given)
  -26% | 0% | 1% | -7% | -7% | -18% | -4% | -0.9 | -18

An excerpt; rates above refer to the full screens.
